# Compound activity: PubChem BioAssay, National Center for Advancing Translational Sciences (NCATS)
# AmpC inh no detg: qHTS Inhibitors of AmpC Beta-Lactamase (assay without detergent) | actives 0.52% (n = 330,000) | P00811 | Potency, µM (titrated, usually from 57.1 µM), for inactives: top-dose activity change, negative = inhibition, actives largely listed as inhibitors | AmpC nitrocefin hydrolysis, absorbance 480 nm, 0.0001% Triton | AID 485341, 2010;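 further: potency means the concentration at half of the fitted maximal effect; plate controls were no compound for no effect and no enzyme for full effect; nearly all actives have a fitted effect of over 20% in size; some results filed as inactive show a strong effect at the top dose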
# Target sequence (P00811 whole entry, looked up): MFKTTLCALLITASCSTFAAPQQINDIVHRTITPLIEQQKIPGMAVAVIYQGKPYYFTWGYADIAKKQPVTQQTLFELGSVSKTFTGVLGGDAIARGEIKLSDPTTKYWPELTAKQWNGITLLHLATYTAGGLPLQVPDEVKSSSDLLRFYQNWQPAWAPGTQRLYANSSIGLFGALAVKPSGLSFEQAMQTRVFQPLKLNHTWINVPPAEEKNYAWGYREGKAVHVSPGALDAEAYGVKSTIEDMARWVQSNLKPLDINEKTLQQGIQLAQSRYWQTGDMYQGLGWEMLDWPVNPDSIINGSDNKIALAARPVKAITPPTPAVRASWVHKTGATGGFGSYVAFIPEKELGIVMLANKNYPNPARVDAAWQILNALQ
#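 AmpC (5.3 nM in the dispensed reagent) in 20 mM phosphate pH 7.0 with 0.01% (detergent screen) or 0.0001% Triton X-100 was preincubated with compounds for 15 min at room temperature. Nitrocefin was then added from an 800 uM solution, and hydrolysis was followed at 480 nm.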
# Sm TGR inh: qHTS Assay for the Inhibitors of Schistosoma Mansoni Peroxiredoxins; Schistosoma mansoni thioredoxin glutathione reductase (TGR), Q962Y6; purified TGR, DTNB reduction, TNB absorbance 405 nm; Potency, µM (top dose mostly 114 µM), inactives show at the top dose activity change, negative = inhibition, hits mostly inhibitors; actives 3% (n = 360,000); further: potency means the concentration at half of the fitted maximal effect; nearly all actives have a fitted effect of over 60% in size
#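 Kinetic colorimetric format: TGR-catalysed, NADPH-driven DTNB reduction monitored via TNB absorbance. Enzyme dispensed at 20 nM; compound exposure 15 min at room temperature before reaction start.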
# AmpC inh detg: qHTS Inhibitors of AmpC Beta-Lactamase (assay with detergent); P00811; AmpC hydrolysis of nitrocefin, absorbance 480 nm, 0.01% Triton; Potency, µM (titrated, usually from 114 µM), for the others: at the highest dose activity change, negative = inhibition, actives largely listed as inhibitors; actives 0.041% (n = 370,000); AID 485294, 2010;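 further: potency means the concentration at half of the fitted maximal effect; 0% = no-compound wells and -100% = no-enzyme wells; nearly all actives have a fitted effect of over 25% in size; some results filed as inactive show a strong effect at the top dose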
#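 20 mM phosphate pH 7.0 + 0.01% (detergent screen) or 0.0001% Triton X-100; 5.3 nM AmpC reagent; cpd preinc 15 min RT; nitrocefin (800 uM stock) to start; A480 q20 s × 4 min; Activity was normalised to no-enzyme and no-compound control wells.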
# HCV inh: qHTS Assay for Inhibitors of Hepatitis C Virus (HCV) | Huh7.5.1 HCVcc-Cre infection, luciferase reporter, 44 h | Potency, µM (series often up to 41.8 µM), for the others: at the top dose activity change, negative = inhibition, hits mostly inhibitors | actives 3.4% (n = 340,000) | AID 651820, 2012; further: potency means the concentration at half of the fitted maximal effect
#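 Cells (1,000/well) were plated 4 h before compound, then infected with HCVcc-Cre virus (~0.5 moi). After 44 h further culture, infection was read as luciferase luminescence following a 15 min substrate incubation at room temperature.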
# Giardia FBPA inh: qHTS Assay for Inhibitors of Fructose-1,6-bisphosphate Aldolase from Giardia Lamblia. actives 0.71% (n = 290,000). Potency, µM (titrated, usually from 59.6 µM), inactives show at the highest dose activity, negative = inhibition, usual class: inhibitors. purified Giardia FBPA. A8B2U2; further: potency means the concentration at half of the fitted maximal effect; nearly all actives have a fitted effect of over 55% in size
# Target sequence (A8B2U2 whole entry, looked up): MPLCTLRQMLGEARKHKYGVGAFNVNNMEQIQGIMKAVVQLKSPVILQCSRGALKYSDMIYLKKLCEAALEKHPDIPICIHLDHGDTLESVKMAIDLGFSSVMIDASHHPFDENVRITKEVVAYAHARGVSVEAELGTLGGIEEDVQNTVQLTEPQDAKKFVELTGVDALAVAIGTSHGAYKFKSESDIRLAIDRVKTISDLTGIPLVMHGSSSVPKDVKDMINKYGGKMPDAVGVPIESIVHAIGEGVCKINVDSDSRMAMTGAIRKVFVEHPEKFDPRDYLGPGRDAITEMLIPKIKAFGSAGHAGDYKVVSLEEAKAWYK
#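 40 nM FBPA preincubated 10 min at RT with compound (up to 57.5 uM final), then substrate plus GAPDH/TPI/NAD/arsenate coupling and diaphorase/resazurin added. Fluorescence read after 20 min at RT, 525/598 nm.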
# HCMV inh: qHTS Assay for inhibitors of the human cytomegalovirus (HCMV). activity change, negative = inhibition, % at 57.5 µM. actives 4.5% (n = 410,000). HFF cells, HCMV-luciferase reporter, 72 h; stronger effect = lower value. AID 1259415, 2018; in the data active means activity change below about -60%; inconclusive means no clear call, values can overlap the other calls; inactive means above about -39%
#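 HFF cells seeded 16 h at 37C, treated with compounds, infected with luciferase-reporter HCMV at MOI 1 PFU/cell; luciferase read at 72 h post infection, normalized to buffer-only and Salinomycin controls.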
# Numbers without * were called inactive; ? = inconclusive; · = not tested or not shown; & = joins results of further samples; ! = a repeat was not active; [ ] = another dose, or the depositor's remark. Unless noted, the call rests on the fitted dose curve; in most records, active means well fitted curve in the direction sought with a large enough effect; inconclusive means small, poorly fitted or top-dose-only effect, or another doubt; inactive means no such curve, though single readings can be large; an effect the other way counts as inactive or inconclusive. Unless noted, on the % scale 0 is the no-effect control and ±100 the full control effect.
SMILES	AmpC inh no detg	Sm TGR inh	AmpC inh detg	HCV inh	Giardia FBPA inh	HCMV inh
Cc1ccccc1S(=O)(=O)N1CCN(C)CC1	-3%	-15%	7%	10%	-1%	34
COc1ccc(N2CC(NC(=O)c3cccs3)CC2=O)cc1OC (stereo unspecified)	·	8%	1%	·	·	9
COc1cc(/C=N/NC(=O)c2ccc(O)cc2)ccc1Oc1ccc([N+](=O)[O-])cn1	-19%	1%	10%	?	1%	-62*
COCCN(C(=O)CN1CCc2ccccc21)c1c(N)n(Cc2ccccc2)c(=O)[nH]c1=O	-2%	?	-1%	8%	·	88
Cc1nc(SCc2ccc(Cl)cc2)c(C#N)c(C)c1Cl	·	1%	0%	·	·	-7
CCN1C(=O)N[C@@H](CCc2ccccc2)C(C(=O)OC)=C1C	·	·	·	?	4%[12.9 µM]	-1
Brc1cccc(C2Nc3cccc4cccc(c34)N2)c1	-28%	11µM*	1%	19%	-10%	95
COC(=O)C1=C(C)Nc2ncnn2C1c1ccccn1 (stereo unspecified)	-10%	17%	-1%	-4%	20%	47
CCC1(c2ccc(F)cc2)NC(=O)N(CC(=O)NCC(=O)Nc2cccc(C)c2C)C1=O (stereo unspecified)	35%	-1%	-15%	12%	·	-27
CCn1c(=O)c(=O)n(CC)c2cc(N3CCCCC3)c(NC(=O)c3cccc(F)c3)cc21	·	12%	15%	·	·	-13
CCCCNCc1cc(Cl)c(OCCC)c(OCC)c1	0%	-9%	2%	·	0%	14
COc1ccc(C2C(C#N)=C(N)N(c3cccnc3)C3=C2C(=O)CCC3)cc1Cn1cc([N+](=O)[O-])cn1 (stereo unspecified)	5%	0%	?	-3%	-20%	8
Cc1cc(C)n2c(SCC(=O)Nc3ncc(C(F)(F)F)cc3Cl)nnc2n1	-10%	1%	-2%	2%	5%	-2
Cc1cc2c(=O)n(CC(=O)NCC(=O)Nc3ccc(C(C)C)cc3)cnc2s1	15%	-1%	?	20%	2%	-24
O=C1CCCN1c1ccc(S(=O)(=O)N2CCN(c3ccccn3)CC2)cc1	-1%	8%	-4%	-12%	-1%	-6
CCOP(=O)(C1=C(O)C(=O)C(C(C)(C)C)=CC1=O)c1ccccc1 (stereo unspecified)	-21%	1.4µM*	0%	6%	?	11
Cc1nc2ccccc2c(=O)n1NC(=O)/C=C/c1ccccc1	-21%	-12%	?	1%	-5%	?
CCOc1ccccc1C(=O)OCC(=O)Nc1nnc(-c2ccccc2)o1	-20%	8%	?	25%	·	5
FC(F)(F)c1cc(C(F)(F)F)c2ccc(N/N=C/c3ccccc3)nc2n1	-15%	-12%	3%	3%	10%	18
CCc1ccc2occ(CC(=O)Nc3c(C(=O)Nc4ccc(C)cc4)oc4ccccc34)c2c1	·	-10%	-2%	·	·	-38

# (listing goes on)
SMILES	AmpC inh no detg	Sm TGR inh	AmpC inh detg	HCV inh	Giardia FBPA inh	HCMV inh
CC(=NCCCN(C)C)C1=C(O)c2ccccc2C1=O	-16%	-4%	-2%	3%	1%	?
CCOC(=O)c1c(NC(=O)COc2ccc(Cl)cc2C)sc(C(C)=O)c1C	·	9%	5%	·	·	8
COCc1cc(C)nc(OCC(=O)N/N=C/c2ccc(-c3cc([N+](=O)[O-])ccc3Cl)o2)c1C#N	-15%	0%	-11%	-5%	5%	?
Cc1ccc(N/C(N)=N/c2nc(CSc3nnc(C)s3)cc(=O)[nH]2)c(C)c1	-19%	5%	6%	-14%	-4%	-88*
[N-]=C=C1C(=S)NC(=O)[C@H]([n+]2ccccc2)[C@H]1c1ccc(Cl)cc1	-42%	-19%	-7%	6%	1%	31
Cn1c(CNc2ccc(Cl)cc2)nnc1SCC#N	-18%	?	4%	12%	1%	-5
COc1ccc(C/C(C)=N/Nc2nc(C)cc(=O)[nH]2)cc1	-19%	-5%	0%	16%	?	33
O=C(N/N=C/c1ccncc1)c1nc(-c2ccccc2)n2c1CCCCC2	-1%	-3%	-13%	-25%	1%	-8
O=C1Nc2ccccc2N(O)N1c1ccc(S(=O)(=O)N2CCOCC2)cc1	-19%	6%	-7%	15%	5%	-4
CCOC(=O)CC(NC(=O)c1ccco1)c1ccccc1Cl (stereo unspecified)	-6%	10%	?	1%	3%	18
Nc1nc(NCC2CCCO2)nc(Nc2ccccc2)c1[N+](=O)[O-] (stereo unspecified)	-18%	-5%	-5%	-19%	4%	-17
Cc1c(NS(=O)(=O)c2ccc(NCCN3CCOCC3)c([N+](=O)[O-])c2)c(=O)n(-c2ccccc2)n1C	80%[activator]	-2%	-10%	-7%	1%	-6
CC(=O)c1ccc(S(=O)(=O)NC2CC(=O)N(c3ccc(Cl)cc3)C2)cc1 (stereo unspecified)	49%	1%	1%	-1%	·	-21
Cc1cc(=O)oc(C)c1C(=O)Nc1ccc2nsnc2c1	-20%	-2%	?	5%	-2%	32
O=c1c2ccccc2nc(CSc2ncnc3nc[nH]c23)n1-c1ccccc1	-40%	1%	-8%	1%	?	-5
O=[N+]([O-])c1cccc2c(N3CCOCC3)ccnc12	-3%[2.29 µM]	1%	?	-15%	-7%	?
O=C1[C@H]2[C@@H](c3ccc(F)cc3)N3C(=O)N(c4ccccc4)C(=O)[C@@]3(Cc3ccc(Cl)cc3)[C@H]2C(=O)N1C1CCCCC1	8%	-22%	-13%	-8%	-3%	-15
Cc1ccc(Cl)cc1NC(=O)CSC(N)=O	-20%	6%	?	17%	-7%	-22
CCOC(=O)C1=C(O)C(=O)N(c2ccc(S(N)(=O)=O)cc2)C1c1ccc(OC)cc1 (stereo unspecified)	-16%	2%	-6%	7%	5%	6
Cc1nc2nc(NC(=O)c3ccc(C(C)(C)C)cc3)[nH]n2c(=O)c1Cc1ccccc1	·	-4%	-1%	·	·	20

# (continued)
SMILES	AmpC inh no detg	Sm TGR inh	AmpC inh detg	HCV inh	Giardia FBPA inh	HCMV inh
CCOc1cc(C2CC(=O)Nc3c2c(=O)nc(SCc2cccc(Cl)c2)n3C)ccc1O (stereo unspecified)	·	0%	2%	·	·	5
COc1cccc(NC(=O)CSc2nnc(NC(=O)C3CC3)s2)c1	-27%	2%	-10%	16%	12%	-29
Cc1ccc(C(=O)Nc2sc3c(c2C#N)CCCCC3)cc1C	-27%	-29%	-5%	?	-15%	42
CN(CC(=O)Nc1cccc(S(=O)(=O)NC2=NCCC2)c1)Cc1cccc(F)c1	-22%	8%	-3%	-11%	·	-18
Clc1ccc(OCCCN2CCCCC2)c(Br)c1	-5%	1%	-12%	?	?	-23
CC1=C(C(=O)OC2CCCCC2)C(c2cccnc2)n2ncnc2N1 (stereo unspecified)	-13%	0%	?	-27%	6%	-7
Cc1ccc(-n2nnnc2SCC(N)=O)c(C)c1	-15%	3%	2%	17%	0%	27
O=C(OCc1ccc([N+](=O)[O-])cc1)c1ccc2ccccc2n1	6%	3%	-4%	-8%	-2%	0
O=C(Nc1ccc(S(=O)(=O)N2CCC(c3nc4ccccc4s3)CC2)cc1)c1ccccc1	·	7%	21%	·	·	6
CCCn1c2ccccc2c2cnn(CC(=O)NCCCN3CCCCC3CC)c(=O)c21 (stereo unspecified)	53%	-18%&-2%	?	11µM*	-14%	-76*!
O=C(NCc1ccc(N2CCCC2=O)cc1)NC1CCCCC1	-11%	0%	0%	2%	11%	101
C/C(=N\NC(=O)COc1cccc(C)c1)c1ccc2ccccc2c1O	-33%	-2%	?	11µM*	·	-77*
COc1ccccc1-c1nc(SCC(=O)c2ccc(Cl)cc2)n[nH]1	·	-5%	-1%	·	·	-11
CCc1cc(C(=O)Nc2nnc(C3CC3)s2)sc1C	-17%	-6%	-1%	-25%	·	-7
CC(C)(C)c1ccc(OCCSc2nc3ccccc3n2CC(=O)O)cc1	-28%	-10%	-6%	26%	5%	8
Cc1ccc(C)c(NC(=O)NNC(=O)c2cc3ccccc3cc2O)c1	-56%	3%	-1%	15%	·	16
O=C(COc1ccccc1-c1ccccc1)NN=C1CCCC1	-4%	-4%	2%	-16%	-9%	-8
COc1ccc(NC(=O)CSCC(=O)N(C)CC(=O)Nc2cccc3ccccc23)cc1	?	4%	-20%	7%	·	-18
CCn1nnc(NC(=O)c2sc3ccccc3c2Cl)n1	4%	0%	?	-3%	-6%	103
CCn1c(CNC(=O)C23CC4CC(CC(C4)C2)C3)nnc1SCC(=O)Nc1nnc(C)s1	-10%	-5%	-5%	12%	8%	23

# 4 entries already listed, sorted by number of heavy atoms, smallest number first:
SMILES	AmpC inh no detg	Sm TGR inh	AmpC inh detg	HCV inh	Giardia FBPA inh	HCMV inh
COc1ccccc1-c1nc(SCC(=O)c2ccc(Cl)cc2)n[nH]1	·	-5%	-1%	·	·	-11
Cc1ccc(C)c(NC(=O)NNC(=O)c2cc3ccccc3cc2O)c1	-56%	3%	-1%	15%	·	16
CN(CC(=O)Nc1cccc(S(=O)(=O)NC2=NCCC2)c1)Cc1cccc(F)c1	-22%	8%	-3%	-11%	·	-18
CCn1c(CNC(=O)C23CC4CC(CC(C4)C2)C3)nnc1SCC(=O)Nc1nnc(C)s1	-10%	-5%	-5%	12%	8%	23

# More entries follow.
SMILES	AmpC inh no detg	Sm TGR inh	AmpC inh detg	HCV inh	Giardia FBPA inh	HCMV inh
Nn1c(SCC(=O)NC2CCS(=O)(=O)C2)nc2scc(-c3ccccc3)c2c1=O (stereo unspecified)	-24%	-10%	8%	10%	·	12
COc1ccccc1NC(=O)c1c(Br)cnn1C	-4%	10%	4%	11%	-2%	?
NNC(=O)c1oc2nc(-c3ccco3)cc(-c3ccco3)c2c1N	32%	17%	9%	-2%	-2%	-20
O=C(Nc1cccc(C(=O)N2CCCc3ccccc32)c1)c1ccccc1	-40%	-11%	?	-54%	1%	22
COc1ccc(Cl)cc1NC(=O)c1[nH]nc(OC)c1[N+](=O)[O-]	-12%	·	6%	15%	-2%	41
OCCC1CN(Cc2cccn2-c2cccnc2)CCN1CCc1ccccc1 (stereo unspecified)	-5%	-17%	-2%	5%	7%	-1
Cc1ccccc1CSCCNC(=O)Nc1ccccc1	-2%[2.29 µM]	-3%	-6%	4%	-3%	-22
COC(=O)[C@@H](N)CCCN=C(N)N[N+](=O)[O-]	-9%	8%	-3%	-5%	-10%&-14%&2%	-12
COc1ccc(C2=NN(C(=O)CSc3nnc(C)n3C)C(c3ccco3)C2)cc1 (stereo unspecified)	14%	?	-1%	?	3%	18
Cc1ccc(C(=O)NC(=S)Nc2ccccc2C(F)(F)F)cc1C	-30%	-1%	4%	?	-7%	-28
O=C(NCCCO)C(=O)NCC(c1ccc2c(c1)OCO2)N1CCN(c2ccc(F)cc2)CC1 (stereo unspecified)	137%[activator]	-14%	-8%	9%	11%	14
